Bioassay records from PubChem.
TAAR1 antag = antagonists of human TAAR1. inhibition, % at 3 µM. hit rate 1.5% among 360,000. CHO RD-HGA16 TAAR1, Fluo-8 calcium fluorescence, antagonist. Q96RJ0;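 active = inhibition above a per-plate cutoff, the mean inhibition of test compounds on that plate plus 3 SD, cut at about 49% in these data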;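 also: 0% = DMSO plus EC80 beta-PEA response and 100% = DMSO alone without agonist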
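Material: RD-HGA16 CHO cells with stable hTAAR1 and Gα16; Dosing: single nominal final test compound concentration of 3 µM; Schedule: seeding 17-24 h prior, 75-min 37 °C, 30-min RT dye loading; Detection: kinetic Fluo-8 calcium fluorescence measurement; Measure: % inhibition from peak post-agonist over basal fluorescence ratio; Benchmarks: vehicle and agonist controls.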
TAAR1 agonist = human TAAR1 agonism. Q96RJ0. CHO RD-HGA16 TAAR1, Fluo-8 calcium fluorescence; vehicle wells 0%, saturating PEA agonist 100%. activation, % at 3 µM. hit rate 0.99% among 360,000. AID 624467;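 active = activation above the mean activation of all test compounds in the run plus 3 SD, cut at about 38% in these data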
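Repeats: no replicates (n 1) | Material: CHO-derived RD-HGA16 cells with stable Gα16 and human TAAR1 | Technique: Kinetic Fluo-8 calcium fluorescence | Schedule: 17-24 h seeding, 75 min 37 °C dye, 30 min RT | Evaluation: % activation from peak over basal fluorescence ratio, DMSO-to-PEA scaled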
CHO-K1 Ca PAM = M1 PAM counterscreen hit in parental CHO-K1 cells. ATP EC20, Fluo-8 calcium fluorescence; 0% at ATP EC20, 100% at ATP max. hit rate 0.02% among 360,000. activation, % at 3 µM;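 active = activation above the run cutoff, the mean activation of all test compounds plus 3 SD, cut at about 40% in these data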;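 also: peak over basal fluorescence ratio in a 140 s read after ATP addition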
OXTR potentiate = potentiates the human oxytocin receptor response. hit rate 0.061% among 320,000. P30559. AID 2445. CHO-OTR cells, Fluo-8 calcium fluorescence, potentiator mode; 0% = oxytocin EC15, 100% = EC100. activation, % at 3 µM;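 active = activation above that plate's cutoff, the mean activation of tested compounds plus 3 SD, cut at about 6.6% in these data, passing the limit was not always enough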;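 also: 100% uses oxytocin at 75 nM as the full agonist control; some results filed as inactive read as strong as hits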
Target sequence (P30559 whole entry, looked up): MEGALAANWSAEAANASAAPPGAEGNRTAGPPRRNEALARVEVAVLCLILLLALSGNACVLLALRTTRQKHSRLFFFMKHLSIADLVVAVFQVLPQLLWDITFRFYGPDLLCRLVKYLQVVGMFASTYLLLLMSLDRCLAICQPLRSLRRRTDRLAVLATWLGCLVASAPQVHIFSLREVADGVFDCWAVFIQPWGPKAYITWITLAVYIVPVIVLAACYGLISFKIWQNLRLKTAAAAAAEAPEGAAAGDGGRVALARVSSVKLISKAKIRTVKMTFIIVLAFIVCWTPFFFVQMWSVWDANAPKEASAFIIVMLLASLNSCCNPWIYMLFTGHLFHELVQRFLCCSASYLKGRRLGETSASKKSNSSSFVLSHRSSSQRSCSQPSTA
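Measured by – Fluo-8 calcium dye fluorescence · Test system – human OTR in CHO cells · Dosing – one concentration, 3.0 µM compound · Controls – EC15 oxytocin alone as 0%, 75 nM oxytocin as 100% · Evaluation – normalized max/min fluorescence ratio, % activation · Timing – 6 min pre-incubation, 100 s read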
CHO-K1 Ca antag = counter-screen for M1 antagonists: effect in parental CHO-K1 cells; inhibition, % at 3 µM; AID 602250; ATP-induced calcium, Fluo-8 fluorescence; hit rate 0.6% among 360,000;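 active = inhibition above a per-plate cutoff, the plate's mean sample inhibition plus 3 SD, cut at about 24% in these data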;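 also: 0% = DMSO plus EC80 ATP and 100% = DMSO alone without ATP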
CHO parental Ca = counter-screen: ATP calcium response change in parental CHO cells; parental CHO-K1, ATP-induced calcium, Fluo-8 fluorescence; inhibition, % at 5.6 µM; hit rate 0.63% among 330,000; AID 463079;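 active = inhibition above that plate's mean sample inhibition plus 3 SD, cut at about 26% in these data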;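 also: 0% = ATP-challenged DMSO wells and 100% = DMSO wells without ATP; some compounds past the cut are filed as inactive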
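Material – parental CHO cells · Reagent – ATP stimulus · Compound – single nominal dose of 5.6 µM per compound · Detection – Fluo-8 fluorescence · Read-out basis – percent inhibition of calcium signal · Controls – ATP-challenged DMSO wells low, unchallenged DMSO wells high · Repeats – no replicates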
CHRM1 agonist = agonists of human M1 muscarinic receptor. CHO-K1 hM1, Fluo-8 calcium fluorescence, agonist mode; 0% DMSO, 100% acetylcholine EC100. activation, % at 3 µM. hit rate 0.33% among 360,000. AID 588814;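 active = activation above the run's mean compound activation plus 3 SD, cut at about 16% in these data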;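 also: peak over basal fluorescence ratio within a 140 s kinetic read after compound addition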
V1R ag counter = counter-screen for oxytocin receptor agonists: human V1a receptor agonists; hit rate 0.25% among 320,000; CHO-V1R cells, Fluo-8 calcium fluorescence, agonist mode; 0% DMSO, 100% 3 nM vasopressin; P37288; AID 2797; activation, % at 3 µM;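 active = activation above the mean activation of all tested compounds plus 3 SD, per screening run, cut at about 20% in these data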;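 also: signal is peak over basal fluorescence ratio across a 100 second FLIPR read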
Target sequence (P37288 whole entry, looked up): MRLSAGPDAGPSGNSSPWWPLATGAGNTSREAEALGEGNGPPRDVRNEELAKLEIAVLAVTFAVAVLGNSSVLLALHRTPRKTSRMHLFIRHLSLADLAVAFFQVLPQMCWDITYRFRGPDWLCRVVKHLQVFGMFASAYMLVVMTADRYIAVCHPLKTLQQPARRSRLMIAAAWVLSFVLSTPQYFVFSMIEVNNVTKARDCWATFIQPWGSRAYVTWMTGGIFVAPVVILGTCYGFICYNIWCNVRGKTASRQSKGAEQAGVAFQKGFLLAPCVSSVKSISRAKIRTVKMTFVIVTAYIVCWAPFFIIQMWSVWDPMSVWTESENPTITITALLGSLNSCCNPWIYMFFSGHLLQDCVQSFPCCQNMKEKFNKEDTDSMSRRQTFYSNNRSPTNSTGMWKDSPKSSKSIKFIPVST
CHO-K1 Ca ag = counter-screen for M1 agonists: effect in parental CHO-K1 cells; Fluo-8 calcium fluorescence; scaled to maximal ATP response, vehicle zero; activation, % at 3 µM; hit rate 0.48% among 360,000; in the data active = activation above about 15%;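 also: untransfected CHO-K1 host cells lacking M1 receptor as counterscreen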
Starred values were filed as active, the others as inactive; nt = no result given.

SMILES	TAAR1 antag	TAAR1 agonist	CHO-K1 Ca PAM	OXTR potentiate	CHO-K1 Ca antag	CHO parental Ca	CHRM1 agonist	V1R ag counter	CHO-K1 Ca ag
CC1=C(C(=O)OC(C)(C)C)C(c2ccc(Br)cc2)NC(=O)N1CCCC(=O)O (configuration not stated)	28	3	nt	-6	nt	-4	nt	0.5	nt
COc1ccccc1N1CCN(C2CCCN(C(=O)CCc3cnn(C)c3)C2)CC1 (configuration not stated)	-4	0	12	1	3	-20	-6	-0.1	0.1
CCOC(=O)c1nc(Nc2cc(C)cc(C)c2)c2ccccc2n1	13	6	14	-5	3	-25	-5	-0.7	3.1
CC(C)C(=O)Nc1cc(S(=O)(=O)N2CCOCC2)ccc1N1CCCCC1	-17	5	5	8	-7	-22	-3	0.1	-0.6
COc1cc(C(=O)OCC(=O)c2ccc(S(=O)(=O)N3CCCCC3)cc2)cc(OC)c1OC	-6	14	30	-10	-21	-9	-2	5.6	3.5
CC1(C)c2[nH]c3ccccc3c2C[C@H]2C(=O)N(Cc3ccccc3)C(=O)N21	30	7	6	-7	-3	-16	-10	2.1	4.1
CCOc1cc2c(cc1/C=C/c1noc(C)c1[N+](=O)[O-])OC(C)C2 (configuration not stated)	19	18	19	-15	-4	18	9	16	6.7
CSc1ccccc1C(=O)N1CCN(c2ccc(F)cc2)CC1	13	2	5	2	2	0	-4	1.5	0.6
COc1ccc(OC)c(CCNC(=O)CC2Oc3ccccc3NC2=O)c1 (configuration not stated)	-15	0	13	2	-5	-10	-4	-0.7	0.9
CC1(C)CC(=O)CC(C)(C)N1OC(=O)c1ccco1	-9	1	11	0	-9	7	-2	1.5	0.3
Cc1cc(NC(=O)CCC(=O)N(CC(=O)NC2CCCC2)c2ccc(Cl)cc2)no1	9	0	-5	1	0	-18	-4	-0.2	0.2
CCN(CC)c1nc(Nc2ccc([N+](=O)[O-])cc2)nc(N(CC)CC)n1	-20	-1	-1	-6	1	-24	-4	-0.4	0.5
Cc1ccc(NC(=O)c2cccs2)cc1NC(=O)c1ccccc1Cl	7	7	6	-9	-8	-21	-4	4.8	1.1
COc1ccc2cc(CN(Cc3ccco3)Cc3nnnn3C3CCCCC3)c(=O)[nH]c2c1	15	7	14	-6	-22	-27	-4	0.0	2.6
CSc1nnc(-c2ccncc2)n1/N=C/c1cn(-c2ccccc2)nc1-c1ccc(Cl)cc1	-16	6	-5	-8	5	-8	0	3.8	-0.4
Clc1ccc(-c2cn3ccccc3n2)cc1	2	-2	-15	2	8	-11	0	-1.3	-0.5
Oc1[nH]c2ccccc2c1N=Nc1ccccc1	-15	9	3	-8	-11	0	-3	-0.3	0.6
COc1ccc(-c2cn(CCN)c(-c3ccncc3)n2)cc1	-12	1	14	-3	-18	-10	-5	-0.2	0.4
Cc1cc2ncn(/N=C/c3ccc(-c4ccccc4)o3)c2cc1C	11	4	-3	-17	4	-40	-4	0.9	0.1
CC(=O)c1ccc(-c2cnc3c(NC=O)cc(-c4ccc(C(=O)N5CCOCC5)cc4)cn23)cc1	-15	0	6	nt	3	nt	-6	nt	0.6
CC[C@H](C)[C@@H]1NC(=O)c2cc([N+](=O)[O-])cc(I)c2NCC[C@@H](C(N)=O)NC(=O)[C@H](CCCN=C(N)N)NC1=O	2	18	nt	-3	nt	0	nt	0.7	nt
O=C(Nc1ccccc1OC(F)F)c1ccc(F)cc1	2	-1	19	-4	-15	-8	-3	-1.1	-0.4
COc1ccc(CCN(C)C(=O)COc2ccc(N(C)S(=O)(=O)c3ccc(C)cc3)cc2)cc1OC	-6	2	-14	-8	5	-10	-5	0.2	1.1
Fc1ccc2cnc(-c3ccccc3)c(-c3ccc(C(F)(F)F)cc3)c2c1	63*	0	7	-5	-11	-40	-2	-0.1	0.4
CCn1c(COc2ccccc2)nnc1SCC(=O)NC1CCCCC1	7	10	9	-6	1	-19	-3	1.6	0.8
SMILES	TAAR1 antag	TAAR1 agonist	CHO-K1 Ca PAM	OXTR potentiate	CHO-K1 Ca antag	CHO parental Ca	CHRM1 agonist	V1R ag counter	CHO-K1 Ca ag
C=CCn1c(SCC(=O)NCC)nc2sc3c(c2c1=O)CCC3	-21	-2	6	-5	-8	-21	-8	-0.7	1.3
CN(C)S(=O)(=O)c1cc(NC(=O)COC(=O)c2nc(Cl)ccc2Cl)ccc1Cl	20	9	6	-8	-5	-11	0	2.5	4.1
COc1cc(/C=N/n2c(-c3n[nH]c4c3CCC4)n[nH]c2=S)cc(OC)c1O	-60	-1	-17	-4	-5	-8	-3	-0.1	0.3
COc1ccc(C2/C=C\CN(C(=O)c3ccccc3)CC(=O)N2Cc2cccc(F)c2)cc1 (configuration not stated)	14	4	5	nt	-10	-20	-2	nt	3.0
O=C(CSCc1cccc(Cl)c1)NCc1ccc2c(c1)OCO2	2	18	-1	-7	0	-10	-5	-1.0	0.1
COc1ccc(-c2c[n+]3c4n2CCCCC4=C(c2ccccc2)C3)cc1	23	11	8	-8	-7	-11	-9	-0.6	0.7
Cc1cccc(-n2nc3c(c2NC(=O)CCCl)CSC3)c1	-22	1	0	-15	3	-1	-4	-0.4	0.2
Cc1nc2ncccn2c1-c1csc(Nc2ccc(N(C)C)cc2)n1	-2	3	2	nt	0	nt	-6	nt	-0.4
CCc1ccc(CN(C)C(=O)CC2C(=O)NCCN2Cc2ccoc2)cc1 (configuration not stated)	-15	5	18	-9	-5	1	-4	-0.8	0.8
Cc1ccccc1OCCNC(=O)c1ccco1	5	-3	4	-6	-10	0	-2	1.8	0.8
CCC(C)NC(=O)C1c2ccccc2Oc2ccccc21 (configuration not stated)	-8	3	14	-3	2	-12	-5	-0.2	14
CCC1=C2CC[C@H]3C(=O)N(CC)C(=O)[C@H]3[C@H]2[C@@]2(Cc3ccccc3)C(=NCCOC)OC(=O)N2C1=O	-3	13	6	-5	-16	-10	-5	0.1	0.4
CCN(C[C@H]1N[C@@](C)(C(=O)OC)[C@H]2C(=O)N(Cc3ccccc3)C(=O)[C@@H]12)C(=O)Nc1ccc(F)cc1	5	1	-10	6	-6	-15	-3	1.5	0.2
O=C(NCc1ccc2c(c1)OCO2)c1cc2c(s1)CS(=O)(=O)C2	2	4	13	-5	-25	2	-4	-0.5	0.3
CCOC(=O)CNC(=S)n1cnc(N)n1	2	10	10	1	4	-10	-5	2.3	3.3
Cn1c(=O)c2[nH]c(NCCCN3CCOCC3)nc2n(C)c1=O	4	6	9	0	-12	-4	-3	1.3	0.0
COc1ccc2cc(/C=C/C(=O)N3CCN(CC(=O)N4CCCCCC4)CC3)ccc2c1	nt	nt	-5	-10	-7	-18	-1	6.4	5.2
N#Cc1cnc(SCC(=O)NNC(=O)COc2cccc3ccccc23)nc1N	48	12	7	-7	-13	-23	-2	1.5	5.3
CC(C)(C)c1ccc(C(=O)Nc2ccc(S(N)(=O)=O)cc2)cc1	-8	2	-4	-4	-9	-18	-10	-0.6	0.0
COc1cccc2c1cc1c(=O)n(CC(=O)NCCCN3CCCCC3)nc(C)n12	nt	nt	23	-4	-15	2	-4	0.0	1.0
CCOCCCNS(=O)(=O)c1ccc2c(c1)OCCO2	-12	1	18	-5	-6	-4	-4	0.4	0.6
CN1C(=O)C(C)(C)c2cc(S(=O)(=O)N3CCCCCC3)ccc21	9	1	16	-5	-3	11	-2	0.2	0.6
COc1ccc(NC(=S)NC(NC(=O)c2ccc(Cl)cc2Cl)C(Cl)(Cl)Cl)c([N+](=O)[O-])c1 (configuration not stated)	-18	8	1	-11	3	-1	0	5.8	7.9
CCN(CC)C(=O)N1CCN(Cc2ccc3c(c2)OCO3)CC1	4	0	-3	-6	-3	-5	-9	0.6	0.4
Cc1ccc(CSCc2ccc(C(=O)NCCC(C)C)o2)cc1	10	5	6	3	-10	-7	-2	-0.9	0.7
SMILES	TAAR1 antag	TAAR1 agonist	CHO-K1 Ca PAM	OXTR potentiate	CHO-K1 Ca antag	CHO parental Ca	CHRM1 agonist	V1R ag counter	CHO-K1 Ca ag
NC(Cc1ccc(C(F)(F)F)cc1)c1csc(Nc2ncccn2)n1 (configuration not stated)	9	19	12	nt	-3	nt	8	nt	3.6
COc1ccc(/C=C(\NC(=O)c2ccccc2)C(=O)NC2CCS(=O)(=O)C2)cc1 (configuration not stated)	4	1	12	4	-11	-13	-2	1.2	-0.1
CC(=O)c1cccc(CN2CCCC(C(=O)c3ccc4c(c3)OCO4)C2)c1 (configuration not stated)	-17	2	9	-11	-8	-25	-10	2.5	1.7
COc1cccc(NC(=O)C(NCCc2ccc(S(N)(=O)=O)cc2)c2ccccc2)c1 (configuration not stated)	2	1	13	-6	-7	-5	-10	0.7	0.2
COc1ccc(-n2nnnc2-c2nc3ccccc3s2)cc1	-17	2	2	-2	14	-7	-6	0.0	-0.5
CCOC(=O)Cn1nnnc1C(CC)N(Cc1cccs1)Cc1cc2cc(C)ccc2[nH]c1=O (configuration not stated)	-4	3	9	-13	-11	-30	-3	-0.6	0.6
CCOc1nc(NCCO)nc(Nc2ccccc2F)n1	14	13	3	-11	-4	-8	-2	0.5	0.1
Cc1ccc(NS(=O)(=O)c2cccc(C(=O)N3CCN(c4ncccn4)CC3)c2)cc1	-3	8	7	1	-10	-30	-1	6.9	3.6
Cc1sc(NC(=O)c2cccc([N+](=O)[O-])c2)c(C(N)=O)c1-c1ccc(C(C)(C)C)cc1	14	4	20	-13	-6	10	-5	1.1	0.4
Cc1ccc(C(=O)N2CCC(C(=O)Nc3cccc([N+](=O)[O-])c3)CC2)cc1	-8	2	4	-3	-13	-7	-4	1.9	1.7
O=C(NC(=S)Nc1ccccc1Br)c1cccnc1	-4	3	-2	5	-9	-5	0	0.9	0.4
CCCNC(=O)c1ccc(COc2ccc(C)cc2)o1	-3	-1	-5	-6	0	-10	-2	1.2	0.7
O=C(CSc1nnc(CNC(=O)c2cccs2)o1)c1ccccc1	6	11	4	-17	-12	-19	0	1.6	1.8
CCCCN(CC)C(=O)CSc1nc2n[nH]c(C)c2c(=N)n1-c1cccc(C)c1	-3	7	11	-10	3	-25	-10	-1.5	1.2
Cc1ccc(S(=O)(=O)N(C)c2ccc(C(=O)NCc3ccccc3F)cc2)cc1	3	0	-7	-9	-5	-7	-5	2.5	-0.1
COc1ccc(NC(=O)CC(C)c2ccccc2)c([N+](=O)[O-])c1 (configuration not stated)	-8	2	17	-2	-4	-6	-10	-1.2	-0.1
